# HTR5A inv ag = HTR5A inverse agonists in luminescence cell assay, primary screen, counter-screen for OPRM1-OPRD1 heterodimer inverse agonist project, full-deck HTS; 340,000 tested, 0.083% active; inhibition, % at 9.3 µM; 5-hydroxytryptamine receptor 5A (Homo sapiens), P47898; HTR5A cell line, inverse agonism; in the data active = inhibition mostly above about 23%, no sharp cut-off; inactive = mostly below about 18%;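 note: 0% = cells with DMSO and 100% = no-cell wells with DMSO; some compounds called inactive have numbers as strong as hits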
# OPRM1-OPRD1 inv = inverse agonists of MOR-DOR heterodimerization, primary screen, cell-based, luminescence | inhibition, % at 9.3 µM | cell-based MOR-DOR heterodimer luminescence, inverse agonism | Mu-type opioid receptor (Homo sapiens) + Delta-type opioid receptor (Homo sapiens), … | 340,000 tested, 0.21% active; in the data active = inhibition above about 22%, passing the limit was not always enough;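 note: 0% = cells with DMSO and 100% = wells without cells with DMSO; values of inactives mirror those of a sister screen read the other way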
# Target sequence (P35372 whole entry, looked up): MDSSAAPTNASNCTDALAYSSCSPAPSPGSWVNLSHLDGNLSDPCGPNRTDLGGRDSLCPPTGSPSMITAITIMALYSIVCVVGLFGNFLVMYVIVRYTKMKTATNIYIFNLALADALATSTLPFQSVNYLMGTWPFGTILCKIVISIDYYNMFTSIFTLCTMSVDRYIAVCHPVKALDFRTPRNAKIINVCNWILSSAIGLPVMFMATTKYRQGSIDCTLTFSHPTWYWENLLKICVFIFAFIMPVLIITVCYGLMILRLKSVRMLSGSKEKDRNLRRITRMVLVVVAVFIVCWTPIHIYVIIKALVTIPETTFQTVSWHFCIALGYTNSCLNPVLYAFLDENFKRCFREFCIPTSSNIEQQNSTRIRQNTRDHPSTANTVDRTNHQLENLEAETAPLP
# Target sequence (P41143 whole entry, looked up): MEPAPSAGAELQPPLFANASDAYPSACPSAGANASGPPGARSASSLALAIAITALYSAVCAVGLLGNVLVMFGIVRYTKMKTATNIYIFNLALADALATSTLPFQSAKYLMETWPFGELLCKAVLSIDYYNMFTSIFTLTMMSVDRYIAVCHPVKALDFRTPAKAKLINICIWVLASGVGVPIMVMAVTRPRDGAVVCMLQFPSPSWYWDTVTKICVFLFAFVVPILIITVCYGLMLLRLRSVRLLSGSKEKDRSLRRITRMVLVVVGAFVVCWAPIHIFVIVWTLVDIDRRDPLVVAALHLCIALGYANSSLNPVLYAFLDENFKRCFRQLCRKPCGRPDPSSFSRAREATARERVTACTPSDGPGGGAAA
# MOR-DOR ag = agonists of OPRM1-OPRD1 heterodimerization, primary screen, cell-based, luminescence. cells. activation, % at 9.3 µM. 340,000 tested, 0.3% active. AID 504326, 2011; in the data active = activation above about 18%;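 note: 0% = vehicle-treated cells and 100% = reference agonist; values of inactives mirror those of a sister screen read the other way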
# PKA-R2B act = activators of PKA-R2B holoenzyme, primary screen, biochemical, fluorescence polarization, Cy5-IP20, human | PKA-R2B holoenzyme dissociation; R2B truncated from residue 108, S112A mutant; 0% DMSO only, 100% 113 µM cGMP | activation, % at 11.4 µM | 340,000 tested, 0.079% active | AID 504700, 2011;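 active = activation above a cutoff set at the mean over all compounds plus 3 SD, cut at about 18% in these data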;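 note: higher means more holoenzyme dissociation and a rise in polarization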
# Pemphigus Ab inh = inhibitors of pemphigus antibody binding to DSG3, primary screen, biochemical, bead-based, flow cytometry, scFv-GFP; Desmoglein-3 (Homo sapiens), P32926; DSG3-coupled beads, scFv-anti-DSG3-GFP binding; hits give low values; binding (percent of control), % at 10 µM; 310,000 tested, 0.48% active; AID 588358, 2011;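 active = binding more than 3 SD below its plate's average and above zero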;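 note: hits lower antibody fragment binding to DSG3; some compounds called inactive have numbers as strong as hits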
# HTR5A ag ctr = HTR5A agonists in luminescence cell assay, primary screen, counter-screen for OPRM1-OPRD1 heterodimer agonist project, full-deck HTS | AID 504692, 2011 | activation, % at 9.3 µM | 340,000 tested, 0.61% active | 5-hydroxytryptamine receptor 5A (Homo sapiens), P47898 | cell-based; in the data active = activation mostly above about 9.5%, no sharp cut-off; inactive = mostly below about 7.6%;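 note: 0% = cells with vehicle only and 100% = reference agonist; strong numbers were not always called active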
# Arr AP2 block = inhibitors of beta-arrestin/AP2 binding, primary screen, biochemical, GPCR trafficking, flow cytometry; beta-arrestin 1 C-terminal peptide binding to AP2 beta2-adaptin appendage (human); FITC-arrestin peptide / GST-AP2 beads; AP2 beta2 appendage carries R879A mutation; inhibition, % at 10 µM; 340,000 tested, 0.31% active; AID 504490, 2011;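 active = inhibition above a set limit, near 3 SD of compounds lacking own fluorescence, cut at about 54% in these data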;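 note: plate controls were DMSO wells for no effect and 5 µM unlabelled arrestin peptide for full effect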
#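 System: GST-AP2 R879A glutathione beads. Medium: PBS with 0.05% Tween 20 and 0.1% BSA. Also added: FITC-arrestin peptide, 50 nM. Incubation: 12 min plus 1 h, RT. Measured by: high-throughput flow cytometry of beads, ex 488, em 535 nm. Evaluation: percent drop in bead-associated FITC signal.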
# DAGLB inhibitor = DAGLB lipase inhibitors, primary screen, biochemical, fluorescence, HTS; Diacylglycerol lipase-beta (Homo sapiens), Q8NCG7; HEK293T DAGLB membrane lysate, EnzChek fluorogenic substrate; inhibition, % at 5.17 µM; 340,000 tested, 0.059% active; AID 504411, 2011; in the data active = inhibition above about 34%;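 note: 0% = enzyme with vehicle and 100% = wells lacking enzyme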
# PKA-R1A activ = activators of PKA-R1A holoenzyme, primary screen, biochemical, fluorescence polarization, Cy5-IP20, bovine R1A, mouse PKAc | PKA-R1A dissociation; scaled: DMSO 0%, 113 µM cGMP 100% | activation, % at 11.4 µM | 340,000 tested, 0.083% active | cAMP-dependent protein kinase type I-alpha regulatory subunit (Bos taurus) + …;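 active = percent activation above the mean of all tested compounds plus 3 SD, cut at about 19% in these data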;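 note: higher means more PKAc released from R1A so a rise in polarization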
# V-ATPase pH = regulators of yeast V-ATPase proton pumping, primary screen, pHLuorin cytosolic pH fluorescence. S. cerevisiae. response, % at 10 µM. 350,000 tested, 0.37% active. AID 504577, 2011; in the data active = response mostly above about 7.3%, no sharp cut-off; inactive = mostly below about 5.4%; note: actives read high; inactives centre near 0; some compounds called inactive have numbers as strong as hits; reference of the scale not given here
# Numbers without * were called inactive; x = no result given.
SMILES,HTR5A inv ag,OPRM1-OPRD1 inv,MOR-DOR ag,PKA-R2B act,Pemphigus Ab inh,HTR5A ag ctr,Arr AP2 block,DAGLB inhibitor,PKA-R1A activ,V-ATPase pH
COC(=O)C1=CNC=C(C(=O)OC)C1c1ccccc1Cl,-3,3,-0.6,-3,98,5,-10,-2,6,-6
O=C(c1cc2ccccc2c(=O)o1)N1CCCCCC1,-3,-3,0.5,-8,102,1,8,-1,-4,0
Cc1ccc(C)c(-n2c(-c3cccnc3)n[nH]c2=S)c1,7,2,-0.3,-2,297,-3,35,-2,-6,2
O=C(NCC1CCCO1)c1cccc(Br)c1 (configuration not stated),13,7,-1.2,-9,94,0,41,0,7,0
COC(=O)c1sccc1-n1cccc1C(=O)C(=O)N1CCCC1,-10,14,-2.8,-3,103,4,27,-1,2,0
O=C(CCNC(=O)N1CCn2c1nc1ccccc12)NCc1ccccc1Cl,x,x,x,9,101,x,18,3,2,0
CNC(=O)/C(C#N)=C/c1c(N2CCN(c3ccccc3)CC2)nc2c(C)cccn2c1=O,4,12,-2.7,-2,93,-1,0,-1,-7,-1
COc1ccccc1CN=C1NC(=O)C(CC(=O)Nc2ccc(C(C)=O)cc2)S1 (configuration not stated),8,-2,0.4,6,88,13*,15,0,-6,-9
Cc1cc(Br)ccc1SCC(=O)OCC(=O)Nc1ncc(C(F)(F)F)cc1Cl,-13,-20,3.9,4,85,3,-1,-8,-17,5
CCOc1ccc(C(=O)NC2CCN(C(=O)NCc3ccccc3)CC2)cc1,0,4,-0.8,-1,94,3,2,2,-7,6
O=C(N[C@@H](Cc1ccccc1)C(=O)N1CCC2(CC1)NCCc1[nH]cnc12)c1cccc(Br)c1,-7,16,-3.2,-13,x,1,40,0,-10,2
N#CCC(=O)N/N=C/c1cc([N+](=O)[O-])ccc1N1CCCC1,-4,19,-3.8,-4,105,2,-12,2,5,1

# An excerpt of these results, with values under each structure.
# Results follow in this order: HTR5A inv ag | OPRM1-OPRD1 inv | MOR-DOR ag | PKA-R2B act | Pemphigus Ab inh | HTR5A ag ctr | Arr AP2 block | DAGLB inhibitor | PKA-R1A activ | V-ATPase pH
Cc1cc(Br)ccc1SCC(=O)OCC(=O)Nc1ncc(C(F)(F)F)cc1Cl
  -13 | -20 | 3.9 | 4 | 85 | 3 | -1 | -8 | -17 | 5
CCOc1ccc(C(=O)NC2CCN(C(=O)NCc3ccccc3)CC2)cc1
  0 | 4 | -0.8 | -1 | 94 | 3 | 2 | 2 | -7 | 6
O=C(N[C@@H](Cc1ccccc1)C(=O)N1CCC2(CC1)NCCc1[nH]cnc12)c1cccc(Br)c1
  -7 | 16 | -3.2 | -13 | x | 1 | 40 | 0 | -10 | 2

# Other records
SMILES,HTR5A inv ag,OPRM1-OPRD1 inv,MOR-DOR ag,PKA-R2B act,Pemphigus Ab inh,HTR5A ag ctr,Arr AP2 block,DAGLB inhibitor,PKA-R1A activ,V-ATPase pH
CC(=O)OCCCNc1cc(Sc2ccc(C)cc2)c2nonc2c1[N+](=O)[O-],-31,15,-2.7,-11,125,2,-14,-4,5,-17
O=C(CSc1cccc[n+]1[O-])CSc1cccc[n+]1[O-],-12,12,-2.1,9,103,4,-3,1,-12,-2
COc1ccc(NC(=O)[C@@H]2CC=C[C@@H]3CCN(Cc4ccccc4)C(=O)[C@@H]32)cc1,-28,14,-2.6,-12,104,5,5,-1,3,-2
CC(C)(C)N(NC(=O)Nc1ccc(Cl)cc1)C(=O)c1ccccc1,-8,4,-0.7,-2,112,1,21,-1,-14,1
COc1ccc(Cl)cc1N(C(=O)c1ccco1)C(C(=O)NC1CCCC1)c1cccnc1 (configuration not stated),7,16,-3.1,-2,113,4,23,-1,-1,1
CNS(=O)(=O)c1cccc(C(=O)NCC(c2cccs2)N2CCOCC2)c1 (configuration not stated),-11,8,-1.3,1,103,4,-4,0,-14,1
C=CCOc1ccc2ccccc2c1CNc1ncn[nH]1,-3,-5,1.0,-1,104,-1,-10,3,0,x
CC(C)C(=O)Nc1cccc(NC(=O)c2cccc([N+](=O)[O-])c2)c1,3,12,-2.4,-7,x,-1,1,-3,-8,0
COc1ccc(CC(=O)Nc2cc(=O)n(C)c(=O)n2C)cc1OC,-1,7,-1.5,-7,x,0,29,2,-16,3
COc1cc2c(C(=O)N3CCN(C)CC3)c(C)n(-c3ccccc3)c2cc1Br,-28,12,-2.3,-2,96,-3,-10,0,-9,0
COc1ccc(OC)c(-n2c(C)ccc2-c2ccc(S(C)(=O)=O)cc2)c1,-3,-6,1.2,-3,99,5,9,0,0,5
c1ccc(CNc2cncnc2)cc1,-5,15,-3.1,0,105,1,33,-4,-6,-2
O=C(/C(=C/O)N=Nc1ccc(Cl)cc1)c1ccncc1,-7,20,-3.9,-9,94,3,-6,11,-1,1
COc1ccc(C(CC(=O)Nc2ccc(C)cc2)NC(=O)C(F)(F)F)cc1 (configuration not stated),-5,-3,0.5,-6,118,2,1,-1,-1,0
COC(=O)c1c(NC(=O)CCC(=O)O)sc2c1CCCCC2,-7,6,-1.3,3,84,14*,3,1,-5,-4
CCOP(=O)(O)c1ccccc1OCCCCCOc1ccccc1P(=O)(O)OCC,0,5,-0.9,5,103,-2,-2,0,-11,3
CCOc1ccccc1NC(=O)CSc1nnc(Cc2cccn2C)n1-c1ccc(F)cc1,-1,10,-1.9,7,110,0,3,1,2,0
Cc1ccc(S(=O)(=O)N2CCC(C(=O)OCC(=O)N3C(C)CCCC3C)CC2)cc1C (configuration not stated),x,x,x,-3,96,x,x,-3,-6,x
CC1=NN(c2ccccc2)C(=O)C1c1ccccc1 (configuration not stated),-6,5,-1.0,-1,119,0,7,1,-2,8
Cc1cc2oc(=O)cc(CN3CCCCC3)c2cc1C(C)C,-36,-23,3.9,-6,110,-1,-3,-5,-10,8
Cc1cccc(NC(=O)Cn2cnc3ccccc3c2=O)c1C,1,11,-2.0,-10,104,3,20,2,-7,-2
COc1ccc(NC(=O)C2CCN(S(=O)(=O)c3c(C)noc3C)CC2)cc1OC,-8,19,-3.7,7,x,2,17,-2,-8,-6
COc1ccc(CC(=O)N2CCN(c3ccccc3)CC2)cc1OC,23,2,-0.5,-2,130,-7,42,0,-6,-3
COc1ccc(OC)c(S(=O)(=O)N2CCC(C(=O)NCc3ccccc3OC)CC2)c1,2,6,-1.4,-4,101,2,-2,1,-14,-4
Cc1ccccc1C(=O)N1CCc2c([nH]c3ccccc23)C1C(F)(F)F (configuration not stated),-12,-31,6.2,6,x,4,-1,-3,2,4
CCN1CCCC1CNC(=O)Cn1cccc1C(=O)c1ccccc1 (configuration not stated),-18,4,-0.6,-4,101,-6,-1,0,2,4
CC12CCC(=O)N1C(C(=O)N1CCN(S(=O)(=O)c3ccccc3F)CC1)CS2 (configuration not stated),-25,6,-1.1,11,98,6,-10,0,-5,-4
CC(C)=CCN1CCN(Cc2ccc(N3CCNC3=O)cc2)CC1CCO (configuration not stated),2,-1,0.2,3,93,-1,14,-1,11,2
O=C(CCN1C(=O)c2cccc3cccc(c23)C1=O)NCC1CCCO1 (configuration not stated),-3,9,-1.7,5,96,1,2,2,-2,-3
COC(=O)c1c(NC(=S)NNC(=O)c2ccc(Cl)s2)sc(C(=O)N(C)C)c1C,6,7,-1.3,8,100,2,40,10,0,-3
Cc1cccc(-c2nnc(SCC(=O)c3ccc(O)cc3O)n2C)c1,6,3,-0.4,12,x,-2,-3,2,2,2
COCCN(CC(=O)NCc1ccc2c(c1)OCO2)C(=O)CCC(=O)Nc1nccs1,-31,2,-0.4,4,93,1,-5,3,8,3
COc1ccc(N(C(=O)Cn2nnc3ccccc32)C(C(=O)NCc2ccco2)c2ccncc2)cc1 (configuration not stated),-13,22,-4.0,9,x,5,-7,0,7,1
CCCC(=O)OCC(=O)c1[nH]c(C)c(C(C)=O)c1C,-12,7,-1.5,5,118,5,-7,4,-3,-2
Cc1ccc(CNC(=O)c2cc3c(=O)n4ccccc4nc3n(CC3CCCO3)c2=N)cc1 (configuration not stated),0,16,-3.0,-9,104,4,22,-1,-8,-2
N#Cc1c(-c2ccccc2F)cc(-c2cccnc2)nc1N,3,3,-0.6,-2,108,-1,-12,-3,-5,0
O=C(Nc1ccncc1)c1cc(S(=O)(=O)N2CCN(c3ccccc3)CC2)ccc1Cl,6,-13,2.0,-2,x,0,-4,1,-10,-3
CCOC(=O)C1CCN(C(=O)c2cccc(S(=O)(=O)N3c4ccccc4CC3C)c2)CC1 (configuration not stated),2,3,-0.9,10,98,4,18,3,2,4
CCCOc1ccc(S(=O)(=O)N2CCCC2)cc1[N+](=O)[O-],-1,6,-1.2,1,90,0,0,-2,10,0
Cn1cc(/C=C(\C#N)C(=O)Nc2ccccc2O)c2ccccc21,-10,-19,3.9,5,105,3,13,1,-3,3
CC(C)(C)S(=O)c1cccs1 (configuration not stated),-1,6,-1.1,9,99,2,0,-4,6,-2
COc1ccc2cc3cc(C(=O)NCCC(C)C)oc3nc2c1,-24,-5,1.1,1,108,6,-5,-5,-12,4
COc1ccccc1CNc1nc2nc(C)cc(=O)n2[nH]1,-10,16,-3.9,18,103,1,0,0,16,8
CC(=O)Nc1cccc(NC(=O)C(F)(F)F)c1,7,6,-0.8,-3,127,0,-6,-1,-6,x
CSc1n[nH]c(NCc2cccs2)n1,-4,19,-3.8,1,96,1,-3,-3,9,0
CCOc1ccccc1OCCCC(=O)Nc1cc(S(=O)(=O)N2CCCCC2)ccc1C,x,x,x,-11,103,x,x,-1,4,1
COc1cccc(CNC(=O)Cn2nc(C)c([N+](=O)[O-])c2C)c1,-7,6,-1.1,1,106,5,11,-4,-3,-2
NS(=O)(=O)c1ccc(NC(=S)N2CCN(C(=O)C3CCCO3)CC2)cc1 (configuration not stated),4,4,-0.7,3,104,3,-6,2,-1,1
CCN1CCN(C(=O)N(c2ccccc2)c2ccccc2)CC1,10,12,-2.6,5,110,-3,11,-1,1,2
O=C(Nc1cccc(C(F)(F)F)c1)c1cccnc1,-19,6,-1.1,-3,103,4,3,-3,-2,-1
COCCN(C(=O)CCC(=O)Nc1ccccn1)C(C(=O)NCCC(C)C)c1ccc(C)cc1 (configuration not stated),-7,5,-0.9,-7,103,3,16,-3,3,3
